# GSK3 alpha inh: inhibitors of human GSK-3 alpha kinase; ADP-Glo luminescence, 60 min; inhibition, % at 10 µM; 320,000 compounds, 0.1% hits;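 in the data active = inhibition above about 50%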;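 note: GST-tagged GSK-3 alpha with peptide substrate and 25 µM ATP; 0% = DMSO neutral wells and 100% = GW8510 positive control wells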
# Target sequence (P49840 whole entry, looked up): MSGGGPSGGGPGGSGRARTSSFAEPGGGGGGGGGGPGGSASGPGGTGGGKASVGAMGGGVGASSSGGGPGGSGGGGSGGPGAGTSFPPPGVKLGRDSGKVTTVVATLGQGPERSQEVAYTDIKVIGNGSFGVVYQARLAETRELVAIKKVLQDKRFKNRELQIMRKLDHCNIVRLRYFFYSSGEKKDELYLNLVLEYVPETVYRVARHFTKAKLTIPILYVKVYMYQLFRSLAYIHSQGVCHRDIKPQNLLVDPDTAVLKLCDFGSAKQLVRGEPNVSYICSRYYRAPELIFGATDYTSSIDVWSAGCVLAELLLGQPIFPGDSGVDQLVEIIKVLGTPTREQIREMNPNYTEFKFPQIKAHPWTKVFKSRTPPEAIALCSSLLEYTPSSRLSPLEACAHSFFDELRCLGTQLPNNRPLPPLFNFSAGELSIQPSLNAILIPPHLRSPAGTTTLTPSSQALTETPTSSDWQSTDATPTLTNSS
# HSF1 activator: increases HSF-1 driven luciferase reporter signal | activation, % at 9 µM | 300,000 compounds, 1.7% hits | NIH3T3-HGL HSF-1 luciferase reporter, MG132, 8 h; 100% = twice DMSO control signal;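 active = mean replicate activation of at least 50% with a set share of replicates each reaching 50%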;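 note: 0% = median of the neutral control wells and 100% = twice that signal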
# GSK3beta inhib: blocks human GSK3beta kinase activity; P49841; GST-GSK3beta kinase, ADP-Glo luminescence, 60 min; active compounds read low; activity score (negative = inhibition), % at 10 µM; 300,000 compounds, 0.038% hits;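 active = more than half of replicate wells score below -50%, meaning over 50% inhibition versus plate controls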;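 note: 0% = median DMSO wells and -100% = median GW8510 positive control wells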
# Target sequence (P49841 whole entry, looked up): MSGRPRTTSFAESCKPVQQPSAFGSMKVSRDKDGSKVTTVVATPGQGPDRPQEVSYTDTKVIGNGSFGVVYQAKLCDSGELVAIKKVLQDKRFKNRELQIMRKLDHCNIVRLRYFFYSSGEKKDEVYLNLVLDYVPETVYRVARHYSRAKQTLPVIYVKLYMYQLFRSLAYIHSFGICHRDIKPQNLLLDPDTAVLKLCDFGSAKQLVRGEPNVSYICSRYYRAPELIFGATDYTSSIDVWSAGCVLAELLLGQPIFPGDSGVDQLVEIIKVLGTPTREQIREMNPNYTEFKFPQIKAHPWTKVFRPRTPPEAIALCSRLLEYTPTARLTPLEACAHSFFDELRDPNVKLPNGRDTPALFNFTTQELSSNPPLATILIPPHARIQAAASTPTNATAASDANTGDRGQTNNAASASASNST
#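 Test system: GST-fused GSK3beta enzyme, cell-free | Quantity: 1.6 ng GST-GSK3beta enzyme per well | Reagent: 25 µM ATP with peptide substrate | Schedule: 60 min enzyme reaction, room temperature | Signal: Luminescent ADP-Glo measurement of ADP formed | Read-out basis: Score relative to plate controls | Control set: DMSO and 20 µM GW8510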
# HSF1 inhib: HSF1 inhibition; NIH3T3-HGL HSE-luciferase, MG132-induced, luminescence 8 h; active compounds read low; activity change, negative = inhibition, % at 7.5 µM (by protocol); 300,000 compounds, 0.77% hits;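 active = more than half of replicate wells show activity change below -50%, luminescence cut by over half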;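 note: luciferase reports HSF-1 transcriptional activity via heat shock element; 0% = median of DMSO wells and -100% = zero luminescence signal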
# Platelet DG rel: modulates dense granule release in human platelets; human platelet-rich plasma, SFLLRN dense granule ATP release, luminescence; inhibition, %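 (compounds screened at 7.5 µM in platelet-rich plasma)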; 300,000 compounds, 0.22% hits; AID 1663;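 active = mean replicate score, as percent of positive control, at or above 50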
# IEC-6 tox: IEC-6 cytotoxicity, counter-screen for KLF5 inhibitors. luminescence viability. inhibition, % at 5 µM. 290,000 compounds, 0.78% hits; in the data active = inhibition above about 22%;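 note: 0% = plate median of test compound wells and 100% = cytotoxic reference compound wells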
# DYRK1A inh: blocks rat Dyrk1A kinase activity; inhibition, % at 12.5 µM; 310,000 compounds, 0.43% hits; ADP-Glo luminescence, NFATc1 peptide; Q63470; in the data active = inhibition above about 50%;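 note: plate controls were vehicle with enzyme for no effect and no enzyme for full effect; many of its hits are not listed in these tables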
# KLF5 inh: inhibitors of KLF5 expression; DLD-1 KLF5 promoter-luciferase reporter, luminescence; inhibition, % at 5 µM; 290,000 compounds, 0.23% hits; AID 1700;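 active = inhibition above a per-plate limit of that plate's mean compound inhibition plus 3 SD, cut at about 60% in these data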;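 note: 0% = DMSO wells and 100% = LY294002 at 200 µM; higher means less KLF5 promoter-driven luciferase light; inactives centre near -14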
# aSyn UTR inh: MLPCN primary screen, SNCA 5' untranslated region; inhibition, % (tested at 7.5 µM); alpha-synuclein 5'UTR reporter, inhibitor activity; 300,000 compounds, 0.82% hits; AID 1813; in the data active = inhibition above about 60%;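 note: H4 neuroglioblastoma cells stably carrying SNCA 5'UTR luciferase fusion; 0% = DMSO wells and 100% = positive control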
# HSP90 refold inh: inhibitors of HSP90 luciferase refolding in rabbit reticulocyte lysate | luciferase refolding luminescence, 3 h | inhibition, % at 5.6 µM | 290,000 compounds, 0.91% hits | AID 1789;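 active = inhibition above the screen-wide mean plus 3 SD, computed separately per campaign, cut at about 16% in these data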;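 note: 0% = DMSO wells and 100% = 60 µM geldanamycin wells; inhibitors lower the luminescence because luciferase stays unfolded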
# Starred values were filed as active, the others as inactive; · = not tested or not shown.
SMILES,GSK3 alpha inh,HSF1 activator,GSK3beta inhib,HSF1 inhib,Platelet DG rel,IEC-6 tox,DYRK1A inh,KLF5 inh,aSyn UTR inh,HSP90 refold inh
COc1ccc2oc(=N)c(-c3nnc4n3CCCCC4)cc2c1,-1,-1,0,-5,-3,5,-4,-64,-21,0
NC(=O)C1CCCN(CC(=O)N2CCN(c3ccccc3)CC2)C1 (stereo unspecified),2,-7,0,-6,1,-3,-3,-29,11,-5
Cc1nc2ccccn2c1C(=O)OCC#N,1,7,2,4,-10,0,19,-24,5,-2
CCOc1ccccc1N(CC(=O)NC1CCCC1)C(=O)CCC(=O)Nc1cc(C)on1,0,-7,2,-1,-2,-7,1,-2,11,-2
O=[N+]([O-])c1cc(Cl)cc2c1nc(NCCO)c1ccccc12,2,-2,-19,-3,-3,25*,25,21,-207,0
CCNc1nc(Oc2ccc(C(=O)OC)cc2)nc(SC)n1,·,22,2,2,-6,10,0,-7,-7,4
CC1CCc2nc3ccccc3c(C(=O)OCC(=O)NC3CCS(=O)(=O)C3)c2C1 (stereo unspecified),-1,-1,-2,1,3,2,14,-14,29,1
Cc1ccc(-c2nn(C)c(=O)c3ccccc23)cc1CNC(=O)c1ccco1,8,-2,2,1,5,-2,5,-29,26,4
COc1ccc(C(=O)Nc2ccc(OCc3ccccc3)cc2)cc1[N+](=O)[O-],-1,-67,-3,-61*,-3,0,1,-23,2,1
COc1ccc(NC(=O)CN(C)C(=O)c2cccnc2Sc2ccc(C)c(C)c2)cc1,·,10,3,1,31,·,-2,·,8,·
CC(=O)N1CCc2cc(S(=O)(=O)NC(C(=O)Nc3nc(C)cs3)C(C)C)ccc21 (stereo unspecified),6,5,1,-2,1,-3,7,-12,0,4
Cc1cc(=O)oc2cc(OCCSCCN3CCCC3)ccc12,1,27,2,-1,9,-2,·,-5,-12,-2
Cc1ccc(C2N=C(N)Nc3nc4ccccc4n32)cc1 (stereo unspecified),1,-15,4,-3,0,0,4,-30,9,3
Cc1cc(C)c(C#N)c(Sc2ccccc2N)n1,-5,-12,-4,-14,-9,7,9,9,-28,0
CN(C(=O)c1ccncc1)C1CCCN(Cc2ccccc2F)C1 (stereo unspecified),-2,3,2,-1,1,-2,13,-8,-12,-5
O=C(NNS(=O)(=O)c1ccccc1[N+](=O)[O-])c1cccc([N+](=O)[O-])c1,-9,-4,4,-6,-16,0,3,-37,-69,-1
CCCC(C(=O)NCc1ccco1)N(CC1CCCO1)C(=O)CNS(=O)(=O)c1ccc(F)cc1 (stereo unspecified),-3,21,0,8,5,-6,5,-8,-11,-1
O=C(O)c1ccc(NS(=O)(=O)c2ccc(C(=O)Nc3ccccc3)cc2)cc1,0,1,-4,0,-5,-6,-2,-39,8,7
Cn1c(C(=O)NCc2cccs2)cc2c(=O)n(C)c3ccccc3c21,0,-8,1,-6,4,8,14,-26,-18,-2
COc1ccc(Cl)cc1N(CC(=O)N1CCCC1)S(C)(=O)=O,0,-3,1,-4,12,5,-1,-23,-6,-3
CC(=O)NC(Cc1ccc(F)cc1)C(=O)N1CCN(C(=O)NCc2ccccc2)CC1 (stereo unspecified),0,0,-2,-1,7,-2,31,-10,-17,4
CC(C)CNC(=O)NC1C(NC(=O)NCC(C)C)N(C)C(=O)N1C (stereo unspecified),-1,15,0,4,1,-3,1,-23,-13,0
Cn1c(SCC(=O)c2ccccc2)nnc1C1CC1,0,5,2,11,0,7,-38,-25,-50,6
CC(=O)Oc1ccc2c(C)c(CC(C)O)c(=O)oc2c1 (stereo unspecified),8,-16,-17,-3,-5,0,3,6,11,2
O=C(O)Cn1cc(C(=O)C(F)(F)F)c2ccccc21,0,-5,-1,-8,1,3,0,-23,-17,1
C/C(=C\c1ccc2c(c1)OCO2)C(=O)c1c(C)cc(C)[nH]c1=O,0,1,2,-4,3,5,6,-6,-15,1
CSc1cccc(NC(=S)N2CCC(c3ccccc3)C2)c1 (stereo unspecified),0,42,3,15,6,-2,5,-105,-76,6
Cc1cc2c(cc1C)C(c1ccccc1F)CC(=O)N2 (stereo unspecified),-2,-2,0,3,0,3,4,-54,14,-5
COCCN(C(=O)Cn1nnc2ccccc21)C(C(=O)NC1CCCC1)c1cccc(OC)c1OC (stereo unspecified),-2,-3,2,-1,-15,-4,12,23,-16,7
Cc1cc(Oc2ccc(C#N)cc2)nc(NCc2ccccc2)n1,2,-24,2,-7,·,-5,10,-8,41,0
CC1Cc2cc(S(=O)(=O)N3CCC(C(=O)Nc4ccccn4)CC3)ccc2N1C(=O)C1CCC1 (stereo unspecified),-1,-5,3,-5,0,-6,2,-21,8,-2
CC(Sc1nc(O)c(-c2ccccc2)c(=O)[nH]1)C(=O)Nc1ccc(Cl)cc1 (stereo unspecified),-2,-17,2,-1,1,-4,-1,-19,-11,-2
Cc1ccc(S(=O)(=O)N2CCCCC2)cc1C(=O)OCC(=O)NC(=O)NC12CC3CC(CC(C3)C1)C2,-5,-17,2,-3,-21,4,-5,-22,31,0
CCN(CC)C(=O)C(=O)c1cccn1-c1cccc(Cl)c1C#N,1,-11,-1,0,4,-1,1,-18,-6,-1
CCCNC(=O)COC(=O)/C=C/c1ccc(C)o1,-1,-8,-2,-7,0,3,0,5,-10,9
O=C(Cn1nnc(-c2ccc([N+](=O)[O-])cc2)n1)NNC(=O)c1ccccc1,-2,7,-2,-5,-3,5,-5,9,8,-2
CC1(C)CC(NC(=O)COc2ccc3ccc(=O)oc3c2)CC(C)(C)N1,-2,-9,2,-7,-10,-5,·,-9,10,-2
COc1cccc(-c2n[nH]c(=S)n2Cc2ccco2)c1OC,-2,3,-6,6,-1,8,3,-29,-13,-2
CCCCn1nnnc1SCC(=O)c1ccc(C)c(C)c1,-1,24,2,2,-1,5,1,-17,-23,3
Cc1occc1C(=O)NNC(=O)c1ccc(Br)o1,-3,7,-1,0,-2,3,-1,11,9,-5
C=CCn1c(=O)c2ccccc2n2c(SC(C)C(N)=O)nnc12 (stereo unspecified),2,14,1,-1,21,-4,-4,-42,12,-4
Cc1nnc(NC(=O)CSc2nnc(CNC(=O)c3ccc(S(=O)(=O)N(C)C)cc3)o2)s1,0,2,2,-5,0,-3,0,-39,-14,2
CSc1nncn1/N=C/c1cc(Cl)ccc1F,0,-1,2,-5,-3,3,2,-27,-12,-1
Cc1ccc(NC(=O)NCc2cccnc2)cc1,-1,11,-2,-1,3,-3,-7,-71,-16,-4
C=CCNC(=S)N/N=C/c1ccc(OCc2ccccc2)cc1,-3,2,2,1,-2,·,-5,·,10,·
Cc1ccc(C(=O)CN(Cc2ccccc2)C2=NCCS2)cc1,1,-14,2,-7,2,-4,1,-13,-21,1
CSc1nc2ccc(NC(=O)CSc3nnc(N)s3)cc2s1,-3,10,2,3,-3,3,-4,-17,-119,-1
Cc1ccc(NC(=O)Nc2ccc(S(N)(=O)=O)cc2)cc1,-4,9,0,0,-9,-1,-4,-44,-42,0

# A portion taken from the entries so far, for reference:
SMILES,GSK3 alpha inh,HSF1 activator,GSK3beta inhib,HSF1 inhib,Platelet DG rel,IEC-6 tox,DYRK1A inh,KLF5 inh,aSyn UTR inh,HSP90 refold inh
CC1Cc2cc(S(=O)(=O)N3CCC(C(=O)Nc4ccccn4)CC3)ccc2N1C(=O)C1CCC1 (stereo unspecified),-1,-5,3,-5,0,-6,2,-21,8,-2
CC(Sc1nc(O)c(-c2ccccc2)c(=O)[nH]1)C(=O)Nc1ccc(Cl)cc1 (stereo unspecified),-2,-17,2,-1,1,-4,-1,-19,-11,-2
Cc1ccc(S(=O)(=O)N2CCCCC2)cc1C(=O)OCC(=O)NC(=O)NC12CC3CC(CC(C3)C1)C2,-5,-17,2,-3,-21,4,-5,-22,31,0
CCN(CC)C(=O)C(=O)c1cccn1-c1cccc(Cl)c1C#N,1,-11,-1,0,4,-1,1,-18,-6,-1
CCCNC(=O)COC(=O)/C=C/c1ccc(C)o1,-1,-8,-2,-7,0,3,0,5,-10,9
O=C(Cn1nnc(-c2ccc([N+](=O)[O-])cc2)n1)NNC(=O)c1ccccc1,-2,7,-2,-5,-3,5,-5,9,8,-2
CC1(C)CC(NC(=O)COc2ccc3ccc(=O)oc3c2)CC(C)(C)N1,-2,-9,2,-7,-10,-5,·,-9,10,-2
COc1cccc(-c2n[nH]c(=S)n2Cc2ccco2)c1OC,-2,3,-6,6,-1,8,3,-29,-13,-2
CCCCn1nnnc1SCC(=O)c1ccc(C)c(C)c1,-1,24,2,2,-1,5,1,-17,-23,3
Cc1occc1C(=O)NNC(=O)c1ccc(Br)o1,-3,7,-1,0,-2,3,-1,11,9,-5
C=CCn1c(=O)c2ccccc2n2c(SC(C)C(N)=O)nnc12 (stereo unspecified),2,14,1,-1,21,-4,-4,-42,12,-4
Cc1nnc(NC(=O)CSc2nnc(CNC(=O)c3ccc(S(=O)(=O)N(C)C)cc3)o2)s1,0,2,2,-5,0,-3,0,-39,-14,2
CSc1nncn1/N=C/c1cc(Cl)ccc1F,0,-1,2,-5,-3,3,2,-27,-12,-1
Cc1ccc(NC(=O)NCc2cccnc2)cc1,-1,11,-2,-1,3,-3,-7,-71,-16,-4
C=CCNC(=S)N/N=C/c1ccc(OCc2ccccc2)cc1,-3,2,2,1,-2,·,-5,·,10,·

# Additional results follow:
SMILES,GSK3 alpha inh,HSF1 activator,GSK3beta inhib,HSF1 inhib,Platelet DG rel,IEC-6 tox,DYRK1A inh,KLF5 inh,aSyn UTR inh,HSP90 refold inh
COc1ccccc1NC(=O)/C(=N/OCc1ccc(F)cc1)C(C)=O,-1,34,1,16,-7,0,1,-4,-56,1
Cn1c(SCC(=O)C(C)(C)C)nnc1-c1ccncc1,-1,-1,1,-9,-2,-11,-1,-26,-14,-1
COc1ccc(NC(=O)Cn2c(=O)n(Cc3ccco3)c(=O)c3ccccc32)cc1,0,-91,-4,-89*,3,5,-7,-25,18,5
Cn1ccs/c1=N\S(=O)(=O)c1ccc(C(C)(C)C)cc1,-3,-12,0,2,-5,-2,-5,-53,12,0
O=C(c1cc(Br)ccc1Cl)N1CCN(c2ccc(N3CCOCC3)nn2)CC1,-1,-9,2,0,-15,·,0,·,8,·
CSc1nnnn1-c1ccc(C)c(Cl)c1,-3,-7,2,2,-4,9,11,-9,-6,-6
CCN(CCO)c1nc(SC)nc2c1sc1nc(-c3ccco3)c3c(c12)CCC3,·,58*,1,36,4,-19,4,-15,-3,1

# Screening data deposited in PubChem by several laboratories.

# These rows are one share of the data. The share of hits here may be higher or lower than overall.
